# Rev-erbA mod – modulators of Rev-erb alpha DNA binding, primary screen, biochemical, FITC-DNA, fluorescence polarization, uHTS | Nuclear receptor subfamily 1 group D member 1 (Homo sapiens), P20393 | Rev-erbα–FITC-DNA binding, 90 min | activity, % at 10 µM | 370,000 compounds, 0.79% hits | AID 1259318, 2017;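 active = activity above about 14%, limit read from the data; passing the limit was not always enough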;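 note: 0% = DMSO wells with 35 nM protein and 100% = DMSO wells with 750 nM protein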
# Target sequence (P20393 whole entry, looked up): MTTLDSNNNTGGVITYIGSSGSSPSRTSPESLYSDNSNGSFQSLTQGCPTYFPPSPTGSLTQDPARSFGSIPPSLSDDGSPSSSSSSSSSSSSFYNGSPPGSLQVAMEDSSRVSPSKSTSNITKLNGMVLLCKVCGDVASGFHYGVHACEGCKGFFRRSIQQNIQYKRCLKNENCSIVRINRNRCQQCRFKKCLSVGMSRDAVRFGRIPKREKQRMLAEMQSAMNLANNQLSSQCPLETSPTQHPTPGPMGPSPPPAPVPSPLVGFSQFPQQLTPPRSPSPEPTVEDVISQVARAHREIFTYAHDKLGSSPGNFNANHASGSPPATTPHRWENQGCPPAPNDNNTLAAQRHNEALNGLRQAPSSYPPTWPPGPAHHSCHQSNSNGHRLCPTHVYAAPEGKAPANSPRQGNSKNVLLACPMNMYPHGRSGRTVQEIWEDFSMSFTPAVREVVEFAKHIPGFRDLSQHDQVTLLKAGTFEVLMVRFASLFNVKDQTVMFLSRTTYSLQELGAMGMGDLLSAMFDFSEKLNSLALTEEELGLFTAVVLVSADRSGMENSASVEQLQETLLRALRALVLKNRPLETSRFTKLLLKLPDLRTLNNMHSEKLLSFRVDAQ
# PG9 binder – binders of HIV-1 gp120 antibody PG9, primary screen, biochemical, TR-FRET; HIV-1 gp120 / PG9 antibody interaction; TR-FRET gp120-PG9 antibody binding; inhibition, % at 6.7 µM; 360,000 compounds, 0.43% hits; AID 624416, 2012; in the data active = inhibition above about 8.5%
# ABHD4 inh – ABHD4 inhibitors, primary screen, biochemical, fluorescence polarization, mouse; purified mABHD4, FP-Rh probe fluorescence polarization; inhibition, % at 8.92 µM; 370,000 compounds, 0.54% hits; AID 720543, 2013;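 active = inhibition exceeding the mean over every tested compound plus 3 SD, cut at about 30% in these data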;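 note: 0% = plate median of compound wells and 100% = S159A mutant with DMSO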
# Target sequence (Q8VD66 whole entry, looked up): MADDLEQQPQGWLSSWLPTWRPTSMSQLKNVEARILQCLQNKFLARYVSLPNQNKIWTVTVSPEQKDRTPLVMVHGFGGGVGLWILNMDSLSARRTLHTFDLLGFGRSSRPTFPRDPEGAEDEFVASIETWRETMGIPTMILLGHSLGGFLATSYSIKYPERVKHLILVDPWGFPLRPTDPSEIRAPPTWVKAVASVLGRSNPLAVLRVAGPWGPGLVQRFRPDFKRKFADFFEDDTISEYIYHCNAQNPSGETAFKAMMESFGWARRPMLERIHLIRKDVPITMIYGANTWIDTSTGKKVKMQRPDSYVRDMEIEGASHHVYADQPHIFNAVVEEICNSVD
#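 Assay system: mABHD4 protein; medium: HEPES pH 7.0, NaCl, Pluronic buffer; dosing: 8.92 µM, single dose; schedule: 45 min + 60 min at 25 °C; signal: FP readout, ex 525 nm / em 598 nm; read-out: normalized percent inhibition of probe labeling; repeats: single replicate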
# SMARCA2 act – SMARCA2 (BRM) function activators, primary screen, cell-based, luminescence, high throughput. MG213 cells, MMTV-luciferase reporter, dexamethasone, overnight. activation, % at 9.1 µM. 370,000 compounds, 1% hits; in the data active = activation above about 7.8%;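 note: 0% = vehicle wells and 100% = reference activator wells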
# HTRA1 inhibitor – HTRA1 serine protease inhibitors, primary screen, biochemical, fluorescence polarization, HTS. Q92743. recombinant HTRA1, FP-rhodamine activity-based probe. inhibition, % at 5.96 µM. 340,000 compounds, 0.5% hits. AID 504803, 2011; in the data active = inhibition above about 36%;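 note: 0% = enzyme with DMSO and 100% = wells lacking enzyme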
# ARFGAP1 inh – inhibitors of rat ARFGAP1 GAP activity, primary screen, biochemical, fluorescence polarization, GDP tracer; ADP-ribosylation factor GTPase-activating protein 1 (Rattus norvegicus), Q62848; Arfgap1-stimulated ARF1 GTP hydrolysis, GDP FP detection; inhibition, % at 16.5 µM; 360,000 compounds, 0.26% hits; AID 651572, 2012;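 active = inhibition above a per-plate limit, mean inhibition of low control wells plus 3 SD, cut at about 25% in these data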;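 note: 0% = DMSO wells with enzyme and 100% = wells lacking Arfgap1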
#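 system = rat Arfgap1 catalytic domain, aa 1-136 | technique = FP, GDP Alexa 633 tracer displaced from anti-GDP antibody, 620/688 nm | compound = one concentration, 16.5 µM, DMSO 1.26% | medium = HEPES-based buffer, pH 7.5 | timing = compound-enzyme preincubation 20 min, reaction 120 min, detection 60 min, 25 °C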
# GC-A act – GC-A stimulated cGMP production enhancers – HEK293 GC-A cells, cGMP TR-FRET, EC30 ANP, primary screen. Atrial natriuretic peptide receptor 1 (Homo sapiens), P16066. 0% at EC30 ANP, 100% saturating ANP. activation, % at 10 µM. 370,000 compounds, 0.14% hits. AID 1671463, 2021; in the data active = activation above about 40%
# rCAG RNA binder – binders of r(CAG) RNA repeats, primary screen, biochemical, fluorescence. r(CAG) RNA repeat, TO-PRO-1 dye displacement fluorescence. 370,000 compounds, 1.3% hits. inhibition, % at 3 µM;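 active = inhibition above the plate cutoff, the mean of all test compounds on that plate plus 3 SD, cut at about 35% in these data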;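 note: 0% = DMSO alone and 100% = 100 µM mitoxantrone as full dye displacement; higher means more dye released from RNA so lower well fluorescence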
# NPR2 activator – human GC-B receptor activators, primary screen, HEK293 GC-B cells, cGMP TR-FRET, EC30 CNP. Atrial natriuretic peptide receptor 2 (Homo sapiens), P20594. 0% at EC30 CNP, 100% saturating CNP. activation, % at 10 µM. 370,000 compounds, 0.11% hits. AID 1920062, 2024;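 active = activation at 10 µM reaching about 35% in either raw or pattern-adjusted values, limit read from the data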
# ASAP1 GAP inh – inhibitors of human ASAP1 ArfGAP activity, primary screen, biochemical, fluorescence polarization. AID 624377, 2012. inhibition, % at 16.5 µM. 360,000 compounds, 0.19% hits. ASAP1-stimulated ARF1 GTP hydrolysis, GDP FP detection. Arf-GAP with SH3 domain, ANK repeat and PH domain-containing protein 1 (Homo sapiens), …; in the data active = inhibition above about 25%;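 note: 0% = vehicle with enzyme and substrate and 100% = no enzyme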
# * hit, by the source's call; · = not tested or not shown.
no.	SMILES	rCAG RNA binder	PG9 binder	ABHD4 inh	ARFGAP1 inh	ASAP1 GAP inh	NPR2 activator	SMARCA2 act	GC-A act	HTRA1 inhibitor	Rev-erbA mod
1	CCn1nc(C)cc1C(=O)N1CCCC(C(=O)c2ccc(OC)cc2C)C1 (stereo unspecified)	-7	0.8	7	0	-8	-3	-4	-5	-4	-3
2	O=C1CSC(=S)N1N=Cc1ccc(OCc2ccccc2)cc1	29	1.0	12	0	0	-5	-1	-4	9	-6
3	CC(C)C(=O)Nc1nc(-c2ccc3c(c2)CCN3C(=O)C2CC2)cs1	3	-0.3	2	0	-2	2	1	0	0	-2
4	O=C(O)C1(P(=O)(c2ccc(Cl)cc2)c2ccc(Cl)cc2)CC1	4	-1.8	6	-4	2	3	0	-1	1	-1
5	NC(=S)n1[nH]c(-c2ccc([N+](=O)[O-])cc2)c(N=Nc2ccccc2[N+](=O)[O-])c1=O	4	0.3	16	1	0	2	7	-12	0	-33
6	Cc1ccc(C(=O)NCc2ccco2)c(C)c1	0	-1.6	-1	9	0	0	1	-4	1	1
7	CCCn1c2ccccc2c2cnn(CC(=O)NCCN(CC)CC)c(=O)c21	1	-1.3	-2	8	-2	0	3	-1	-8	5
8	O=C1Nc2ccccc2C(O)(C(=O)NCc2ccc3c(c2)OCO3)N1c1ccc(Cl)c(Cl)c1 (stereo unspecified)	2	0.2	1	-5	6	-5	-2	2	3	-6
9	Cc1cc2[nH]c(=O)c(=O)[nH]c2cc1S(=O)(=O)Nc1cccc(F)c1	0	0.9	-2	17	-3	6	-2	-1	4	-1
10	O=c1c2ccccc2n(Cc2ccccc2)n1[C@@H](Cc1ccccc1)Cn1cc(-c2ccc(-c3ccccc3)cc2)nn1	10	·	1	·	·	-3	-4	1	·	-3
11	CC(=O)Nc1ccc(C(=O)CSc2nnnn2C)cc1	1	-3.5	0	7	7	2	-1	-2	2	0
12	O=C(N/N=C/c1cn(-c2ccccc2)nc1-c1cccs1)c1ccncc1	4	-1.2	-43	7	4	-1	-2	-2	-29	-1
13	COc1cccc(NC(=O)CN(C)CC(=O)Nc2ccc3c(c2)OCO3)c1	0	-1.5	-6	-4	7	-6	2	0	0	-4
14	Cc1ccc2nc(SCC(=O)N/N=C/c3ccco3)cc(C)c2c1	3	-1.9	-3	14	7	3	-1	-6	-26	2
15	COC(=O)C1=C(C)N(C2CCCCC2)C(=O)/C1=C\c1cccs1	3	-1.0	-2	-8	-2	-5	3	3	·	-1

# The last three entries of the section above are carried over, then new ones follow.
no.	SMILES	rCAG RNA binder	PG9 binder	ABHD4 inh	ARFGAP1 inh	ASAP1 GAP inh	NPR2 activator	SMARCA2 act	GC-A act	HTRA1 inhibitor	Rev-erbA mod
13	COc1cccc(NC(=O)CN(C)CC(=O)Nc2ccc3c(c2)OCO3)c1	0	-1.5	-6	-4	7	-6	2	0	0	-4
14	Cc1ccc2nc(SCC(=O)N/N=C/c3ccco3)cc(C)c2c1	3	-1.9	-3	14	7	3	-1	-6	-26	2
15	COC(=O)C1=C(C)N(C2CCCCC2)C(=O)/C1=C\c1cccs1	3	-1.0	-2	-8	-2	-5	3	3	·	-1
16	CSc1ccc(CN(C)CC(=O)NCc2ccc(F)cc2)cc1	-7	0.9	1	-12	-6	1	-4	-2	-6	0
17	COC(=O)c1cc2cc(NS(=O)(=O)c3ccc(C)cc3)ccc2s1	23	-1.4	-76	7	-1	-4	-6	3	-58	5
18	N#C/C(=C\c1cccnc1)c1ccccc1[N+](=O)[O-]	0	-0.9	5	1	-3	-11	0	-3	1	-2
19	O=C(NC1CCCC1)C1CC1c1ccccc1 (stereo unspecified)	2	-3.5	-8	7	7	0	5	7	1	7
20	O=C1CC(NCc2ccccc2)C(=O)N1c1ccc(F)cc1 (stereo unspecified)	4	-1.1	-4	-2	1	1	-2	2	·	-3
21	O=C1C(C=Nc2ccccc2)=C(O)c2ccccc21	3	1.1	5	-1	-5	-8	5	-2	-4	3
22	COc1ccc(OC)c(CNC(=O)C2CCCN(c3nc4ccccc4o3)C2)c1 (stereo unspecified)	0	0.2	1	5	-1	1	-2	-2	-1	-3
23	Cc1ccccc1NC(NC(=O)c1cccnc1)C(Cl)(Cl)Cl (stereo unspecified)	-1	-2.4	1	2	0	-9	-1	-11	-11	8
24	Cc1ccccc1N1CC(c2nc3ccccc3[nH]2)CC1=O (stereo unspecified)	-1	-0.9	-1	-13	-12	4	-4	-1	1	-4
25	O=C(CSc1cn(CCNC(=O)c2ccccc2)c2ccccc12)NCC1CCCO1 (stereo unspecified)	-7	-0.8	7	18	-1	14	-2	-2	-2	-2
26	CC(C)[C@H](NC(=O)CCCn1nnc2ccccc2c1=O)C(=O)O	-1	-1.9	-1	18	0	-4	2	1	10	-2
27	COc1ccc(N2CCN(C(=O)c3oc4ccccc4c3NC(=O)CCc3cc(OC)no3)CC2)cc1	-1	-1.5	-3	9	-7	-2	1	-4	-5	-2
28	Cc1[nH]c2ccccc2c1SCC(=O)NNC(=O)Nc1ccc(OC(F)(F)F)cc1	-1	-0.4	-1	6	-15	2	-2	4	-9	4
29	CCOC(=O)c1csc(NC(=O)c2cc(=O)c3ccccc3o2)n1	2	0.0	3	-3	6	-6	2	-3	6	-6
30	CCOC(=O)Nc1ccc2nc(-c3cscn3)[nH]c2c1	3	1.0	7	3	0	-3	2	-6	8	6
31	CC1(C(=O)NS(=O)(=O)c2ccc3c(c2)CCO3)CCN1C(=O)Cc1ccc(-c2ccccc2)cc1 (stereo unspecified)	47*	-1.0	-1	1	8	0	2	1	·	2
32	CCOC(=O)c1[nH]c(C=O)c(C(=O)OCC)c1C	-3	2.2	-1	1	2	-2	0	-1	-16	-7
33	Cc1ccccc1C(=O)n1ccc2ccc(-c3ccc4ccn(Cc5ccccc5)c4c3)cc21	12	·	0	·	·	2	-1	0	·	7
34	Cc1ccc(/C=C/C(=O)c2ccc(N3CCOCC3)cc2)s1	3	-1.6	2	-8	-7	0	3	-5	-19	0
35	Cc1ccccc1NC(=O)c1cc(-c2ccco2)nc2ccccc12	5	-1.6	-2	2	6	3	4	1	·	-17
36	Cc1ccc(NC2=C(N3CCCCC3)C(=O)c3ccccc3C2=O)cc1	4	1.1	9	15	28*	3	-6	0	2	5
37	O=C1c2ccccc2N[C@@H]2C=CC[C@@H]2N1O	4	-1.6	6	7	5	0	1	-3	7	-2
38	C=CCn1ccc(=O)nc1SC	2	-2.3	1	2	5	-4	0	-5	2	-3
39	CCOC(=O)/C=C1\SCC(=O)N1CC(O)CN1C(=O)CS/C1=C/C(=O)OCC (stereo unspecified)	5	0.0	-6	-1	-14	3	-6	-7	6	1
40	CCOc1ccccc1C(=O)N1CCN(c2ccc(C(F)(F)F)cn2)CC1	-9	1.2	0	-6	-2	8	-5	-5	-4	2
41	COc1ccc(NC(=O)N2CCCC2C(=O)NCc2ccc(C)cc2)cc1 (stereo unspecified)	-4	0.8	4	-8	2	4	-3	-1	-5	5
42	COc1ccc(C2N(S(=O)(=O)c3ccccc3)CCN2S(=O)(=O)c2ccc(C)cc2)cc1 (stereo unspecified)	2	-2.2	-6	10	10	1	4	-2	-27	4
43	N/C(=N\OC(=O)CC(c1ccccc1)c1ccccc1)c1cccnc1	-5	0.3	-6	-9	-16	1	-4	2	-24	6
44	COc1cc(/C(C#N)=C/c2ccccc2)c([N+](=O)[O-])cc1OC	2	-1.3	-10	-2	-3	0	-1	0	-24	-1
45	CC(=O)Nc1nc2ncccn2c1-c1ccc(C(F)(F)F)cc1	1	·	6	·	·	-3	-2	1	·	-1

# Compound profiles, as listed above. Values in the order: rCAG RNA binder	PG9 binder	ABHD4 inh	ARFGAP1 inh	ASAP1 GAP inh	NPR2 activator	SMARCA2 act	GC-A act	HTRA1 inhibitor	Rev-erbA mod
# `COc1ccc(C2N(S(=O)(=O)c3ccccc3)CCN2S(=O)(=O)c2ccc(C)cc2)cc1` (stereo unspecified) reads 2	-2.2	-6	10	10	1	4	-2	-27	4
# `CC1(C(=O)NS(=O)(=O)c2ccc3c(c2)CCO3)CCN1C(=O)Cc1ccc(-c2ccccc2)cc1` (stereo unspecified) reads 47*	-1.0	-1	1	8	0	2	1	·	2
# `Cc1ccc(/C=C/C(=O)c2ccc(N3CCOCC3)cc2)s1` reads 3	-1.6	2	-8	-7	0	3	-5	-19	0
# `Cc1ccccc1C(=O)n1ccc2ccc(-c3ccc4ccn(Cc5ccccc5)c4c3)cc21` reads 12	·	0	·	·	2	-1	0	·	7
# `CC(=O)Nc1nc2ncccn2c1-c1ccc(C(F)(F)F)cc1` reads 1	·	6	·	·	-3	-2	1	·	-1

# More entries follow:
no.	SMILES	rCAG RNA binder	PG9 binder	ABHD4 inh	ARFGAP1 inh	ASAP1 GAP inh	NPR2 activator	SMARCA2 act	GC-A act	HTRA1 inhibitor	Rev-erbA mod
46	Cc1cc(=O)oc2cc(OCC(=O)NCc3ccco3)ccc12	5	1.2	3	-4	14	-7	-3	-20	-4	0
47	O=C(CSc1nnc(Nc2ccccc2F)s1)NC(=O)CN1CCCC1=O	2	-4.4	1	-5	3	3	3	-2	2	-11
48	C[C@@H](C(=O)NCCc1ccc(F)cc1)N1C(=O)N2CCc3c([nH]c4ccccc34)[C@@]2(C)C1=O	-3	1.9	-4	12	7	-10	-1	-4	-11	2
49	O=C(O)CCCCCNC(=O)c1ccc(Br)cc1	-1	1.7	3	-3	1	4	-4	-1	9	-5
50	CCOC(=O)C1(C)CCCN(C(=O)c2cccc(C(F)(F)F)c2)C1 (stereo unspecified)	-1	1.0	1	-9	-10	-1	2	-2	·	3
51	C=C(C)COc1ccc(-c2nc(N)ncc2-c2ccc(Cl)cc2)c(O)c1	4	-1.6	-17	19	-4	4	0	-2	-40	2
